EPAC2 ag = qHTS for Agonist of cAMP-regulated guanine nucleotide exchange factor 4 (EPAC2): primary screen; Potency, µM (titrated, usually from 154 µM), for inactives: top-dose activation, actives largely listed as activators; Rap guanine nucleotide exchange factor 4 (Homo sapiens), Q8WZA2; EPAC2 activation, biochemical qHTS; response scale: 100% = 6.5 mM cAMP response; 360,000 compounds, 0.079% hits; note: potency is the fitted concentration of half-maximal effect; nearly all actives have a fitted effect of over 50% in size
Target sequence (Q8WZA2 whole entry, looked up): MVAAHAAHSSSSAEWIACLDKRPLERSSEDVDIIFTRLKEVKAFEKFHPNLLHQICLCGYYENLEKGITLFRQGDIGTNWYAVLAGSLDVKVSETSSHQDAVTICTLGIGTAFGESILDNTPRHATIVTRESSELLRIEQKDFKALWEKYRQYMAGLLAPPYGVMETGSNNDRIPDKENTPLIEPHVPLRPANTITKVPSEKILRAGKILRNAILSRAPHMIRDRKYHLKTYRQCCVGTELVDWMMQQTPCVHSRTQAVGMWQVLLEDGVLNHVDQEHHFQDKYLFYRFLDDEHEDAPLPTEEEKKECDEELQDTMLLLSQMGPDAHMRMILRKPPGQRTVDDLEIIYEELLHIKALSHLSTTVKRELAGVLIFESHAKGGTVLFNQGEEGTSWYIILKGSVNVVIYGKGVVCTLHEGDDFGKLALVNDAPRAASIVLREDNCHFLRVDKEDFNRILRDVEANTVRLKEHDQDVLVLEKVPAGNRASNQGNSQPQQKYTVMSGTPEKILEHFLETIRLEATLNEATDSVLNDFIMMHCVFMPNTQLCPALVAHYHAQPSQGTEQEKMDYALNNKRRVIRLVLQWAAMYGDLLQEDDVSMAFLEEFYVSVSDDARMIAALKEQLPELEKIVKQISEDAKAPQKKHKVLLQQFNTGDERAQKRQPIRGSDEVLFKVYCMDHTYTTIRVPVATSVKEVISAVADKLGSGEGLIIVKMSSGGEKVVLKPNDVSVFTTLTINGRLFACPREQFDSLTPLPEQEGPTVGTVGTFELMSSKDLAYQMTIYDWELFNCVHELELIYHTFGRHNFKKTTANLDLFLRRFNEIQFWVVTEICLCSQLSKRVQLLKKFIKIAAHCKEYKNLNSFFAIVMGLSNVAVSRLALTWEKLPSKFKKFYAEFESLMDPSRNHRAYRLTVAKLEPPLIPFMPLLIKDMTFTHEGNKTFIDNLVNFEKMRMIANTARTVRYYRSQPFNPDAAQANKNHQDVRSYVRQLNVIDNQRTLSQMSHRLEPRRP
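qHTS, titration series. 100 nM EPAC2 / 250 nM Rap1B-BODIPY-GDP / 50 uM GDP; RT; ex 480/em 540 nm, 5-min reads to 30 min. Norm. to 6.5 mM cAMP = activation.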
HepG2 tox = qHTS for Inhibitors of TGF-b: Cytotox Counterscreen. 410,000 compounds, 0.76% hits. Potency, µM (doses to about 46.1 µM), without a hit: at the highest dose activity change, negative = cytotoxicity, usual class: cytotoxic. HepG2 CAGA-GFP viability, ATP luminescence, 18 h; note: potency is the fitted concentration of half-maximal effect; some results filed as inactive show a strong effect at the top dose
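CellTiter-Glo luminescence gave cytotoxicity after 18 hours at 37 degrees C. The cells were HepG2 CAGA-GFP in 1% FBS DMEM, stimulated with 500 pg/mL TGF-beta after compound addition. %Activity was normalised to no-cell wells (complete cell-killing) and DMSO (no toxicity), and curves were fitted and classified.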
ATXN2 expr inh = Primary qHTS for Inhibitors of ATXN expression; 360,000 compounds, 0.72% hits; Potency, µM (doses to about 57 µM), without a hit: at the top dose activity change, negative = inhibition, usual class: inhibitors; HEK-293 ATXN2-luciferase reporter, luminescence, 24 h; note: potency is the fitted concentration of half-maximal effect; % is set by controls: 0 for no effect and ±100 for the full control effect; nearly all actives have a fitted effect of over 55% in size
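qHTS (up to 57 uM final) was run with 24 h compound exposure of reporter cells at 37 °C. Each well was multiplexed: SteadyGlo luminescence measured ATXN2-luciferase expression after a fluorogenic Gly-Phe-AFC viability readout (25 uM final).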
Nrf2 block = Nrf2 qHTS screen for inhibitors; A549 ARE-Fluc reporter, luciferase luminescence, 18-24 h; Potency, µM (highest dose often 46 µM), for inactives: at the highest dose activity change, negative = inhibition, actives largely listed as inhibitors; 360,000 compounds, 2.1% hits; note: potency is the fitted concentration of half-maximal effect; % is set by controls: 0 for no effect and ±100 for the full control effect; nearly all actives have a fitted effect of over 60% in size
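Cells were seeded and rested 2 h, then exposed to compounds for 18-24 h. CellTiter-Fluor was read first as a viability measure. BugLite was added 15 min before the final luminescent read of ARE-luciferase activity in A549 cells.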
TGFb inhibitor = qHTS for Inhibitors of TGF-b; HepG2 CAGA-GFP TGF-b/SMAD3 reporter, GFP fluorescence, 18 h; TGF-beta stimulated, 500 pg/mL final; Potency, µM (top dose mostly 46.1 µM), without a hit: at the highest dose activity, negative = inhibition, usual class: inhibitors; 410,000 compounds, 1.2% hits; note: potency is the fitted concentration of half-maximal effect; % is set by controls: 0 for no effect and ±100 for the full control effect; nearly all actives have a fitted effect of over 65% in size
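Inhibition of TGF-beta-driven CAGA-GFP reporter expression in HEPG2 cells is measured by cellular GFP fluorescence after 18 h stimulation with 500 pg/mL recombinant TGF-beta in 1% FBS medium at 37 degrees C.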
A549 tox = Nrf2 qHTS screen for inhibitors: counterscreen for cytotoxicity. A549 ARE-Fluc cells, CellTiter-Fluor viability, 18-24 h. Potency, µM (titrated, usually from 46 µM), for inactives: at the top dose activity change, negative = cytotoxicity, usual class: inhibitors. 390,000 compounds, 0.16% hits. AID 504648, 2011; note: potency is the fitted concentration of half-maximal effect; % is set by controls: 0 for no effect and ±100 for the full control effect
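A549 ARE-Fluc cells in 5% FBS OPTI-MEM, 5000 cells/well, rested 2 h then exposed to compounds in concentration-response for 18-24 h at 37 °C. Viability by CellTiter-Fluor fluorescence (Ex 405/Em 525) after 30 min; luciferase luminescence (BugLite, 15 min, RT) read afterwards.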
IL2 activator = qHTS of IL-2 Activators; IL-2 activation reporter assay, cell-based qHTS; stimulated with anti-CD3/CD4/CD28 beads; in transgenic mouse T cells; 360,000 compounds, 0.065% hits; activation, % (series mostly up to about 46 µM); in the data active = activation above about 50%; inconclusive = mostly about 30% to 49%; note: 0% is about no effect
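Quantitative HTS in unstimulated transgenic mouse T cells, with memory T cells as non-tolerant control and PMA/ionomycin as tolerance-bypass control. Compound pretreatment lasted 60 minutes before 18 h bead stimulation; EGFP/DsRed fluorescence read.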
Nrf2 activator = qHTS of Nrf2 Activators; AREc32 ARE-luciferase reporter (MCF7-derived line), luminescence, 24 h; Potency, µM (titrated, usually from 46.1 µM), for the others: at the top dose activation, actives largely listed as activators; 410,000 compounds, 0.31% hits; note: potency is the fitted concentration of half-maximal effect; % of control where 0% means no effect; nearly all actives have a fitted effect of over 65% in size
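Each well held 1000 AREc32 cells, which were incubated with compound for 24 hr at 37 deg C after overnight attachment, and ARE reporter activity was quantified by firefly luciferase luminescence.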
ATXN viability = Viability Counterscreen for Primary qHTS for Inhibitors of ATXN expression; 400,000 compounds, 0.49% hits; AID 651635, 2014; Potency, µM (titrated, usually from 56.7 µM), usual class: cytotoxic; S2 cells (HEK-293 line with an ATXN2-luciferase reporter) viability, CellTiter-Fluor protease fluorescence, 24 h; note: potency is the fitted concentration of half-maximal effect; nearly all actives have a fitted effect of over 40% in size
Starred values were filed as active, the others as inactive; i = inactive; ? = inconclusive; . = not tested or not shown; & = joins results of further samples; [ ] = another dose, or the depositor's remark. Unless noted, calls come from the whole dose curve; as a rule, active = well fitted curve in the direction sought with a large enough effect; inconclusive = small, poorly fitted or top-dose-only effect, or another doubt; inactive = no such curve, though single readings can be large; an effect the other way counts as inactive or inconclusive.

SMILES	EPAC2 ag	HepG2 tox	ATXN2 expr inh	Nrf2 block	TGFb inhibitor	A549 tox	IL2 activator	Nrf2 activator	ATXN viability
Cc1ccc(Nc2nc(N)c([N+](=O)[O-])c(NCc3ccccc3)n2)cc1	0%	-62%	-2%	-10%	?	-2%	-2.4	6.4%	i
Cc1ccc(CNC(=O)CSC2=Nc3ccccc3C3=NC(C)C(=O)N23)cc1 (stereo not drawn)	.	0%	45%[activator]	.	-11%	1%	.	-0.9%	i
O=C(c1ccc(F)cc1)N1C2CCC1CC(O)(c1ccccc1F)C2 (stereo not drawn)	1%	-22%	0%	1%	-3%	-4%	0.1	-0.2%	i
CC(=O)N(c1cccc(C)c1)S(=O)(=O)c1ccc(Cl)cc1	2%	-8%	-2%	9%	10%	4%	0.4	0.0%	i
CCCCNC(=O)C1CCC(Cn2c(=O)c3sccc3n(Cc3ccccc3)c2=O)CC1 (stereo not drawn)	.	-15%	5%	-16%	-18%	1%	.	0.4%	i
Cn1c(N)c(C(=O)CSc2ccccn2)c(=O)n(C)c1=O	1%	-5%	14%	?	1%	1%	1.6	5.9%	i
CC(C)c1[nH]nc2c1C1(CCN(Cc3ccccc3)CC1)C(C#N)=C(N)O2	7%	6%	0%	?	22%	.	-2.6	5.6%	i
CCCn1c(N)c(N(C)C)c(=O)n(CC(=O)Nc2ccc(OC(F)(F)F)cc2)c1=O	-4%	-22%	4%	-14%	3%	0%	1.1	0.4%	i
CC(=O)Nc1ccc2c(c1)Cc1cc(N3C(=O)C=CC3=O)ccc1-2	6%	-72%	?	-9%	16µM*	-5%	0.3	?	?
C/C(=N/OC(=O)c1ccc(C(F)(F)F)cc1)c1oc(C)nc1C	3%	17%	-10%	4%	5%	8%	1.2	0.3%	i

Next part; the last five above are carried over.
SMILES	EPAC2 ag	HepG2 tox	ATXN2 expr inh	Nrf2 block	TGFb inhibitor	A549 tox	IL2 activator	Nrf2 activator	ATXN viability
Cn1c(N)c(C(=O)CSc2ccccn2)c(=O)n(C)c1=O	1%	-5%	14%	?	1%	1%	1.6	5.9%	i
CC(C)c1[nH]nc2c1C1(CCN(Cc3ccccc3)CC1)C(C#N)=C(N)O2	7%	6%	0%	?	22%	.	-2.6	5.6%	i
CCCn1c(N)c(N(C)C)c(=O)n(CC(=O)Nc2ccc(OC(F)(F)F)cc2)c1=O	-4%	-22%	4%	-14%	3%	0%	1.1	0.4%	i
CC(=O)Nc1ccc2c(c1)Cc1cc(N3C(=O)C=CC3=O)ccc1-2	6%	-72%	?	-9%	16µM*	-5%	0.3	?	?
C/C(=N/OC(=O)c1ccc(C(F)(F)F)cc1)c1oc(C)nc1C	3%	17%	-10%	4%	5%	8%	1.2	0.3%	i
C/C(=N/NC(=O)c1ccc(C)s1)c1cccnc1	6%	-5%	1%	14%	2%	5%	-2.7	3.3%	i
CCOc1ccc(/C=N/NC(=O)CCC(=O)Nc2ccc(F)cc2)cc1	4%	-7%	-10%	-20%	0%	1%	-0.4	5.4%	i
COC(C[C@H]1O[C@@H]1C(=O)[C@H](C)OCc1ccccc1)OC	9%	-13%	14%	-3%	8%	1%	-0.4	?	i
O=C(COc1ccc2c3c(c(=O)oc2c1)CCCC3)N1CCN(c2ccccc2)CC1	-1%	8%	.	?	?	1%	-0.7	-0.9%	i
CCOc1ccc(CCNC(=O)COC(=O)/C=C/c2ccc(OCC#N)c(OC)c2)cc1OCC	0%	21%	-10%	8%	29%	-1%	-4.5	4.6%	i
Cc1ccc(OCc2ccc(C(=O)NNC(=S)NCC3CCCO3)o2)c([N+](=O)[O-])c1 (stereo not drawn)	-4%	-27%	-6%	10%	-1%	1%	-1.1	2.6%	i
COC(=O)[C@]12C(=O)NC[C@H](CN1c1ccc(Cl)c(C)c1)N2C	7%	-1%	5%	-3%	8%	6%	-0.2	0.0%	i
COc1ccccc1-c1c(C(F)(F)F)oc2cc(OC(=O)c3ccccc3[N+](=O)[O-])ccc2c1=O	-4%	-29%	-3%	-28%	14%	-13%	-0.6	-0.1%	i
Cc1ccn(Cc2n[nH]c(=S)n2Cc2ccccc2)n1	-16%	8%	-5%	3%	14%	-10%	0.1	-0.8%	i
CC1(C)CC(c2csc(N)n2)CCO1 (stereo not drawn)	2%	-6%	7%	22%	22%	2%	0.0	-0.2%	i

Three of the compounds above, in CSV form.
Molecule,EPAC2 ag,HepG2 tox,ATXN2 expr inh,Nrf2 block,TGFb inhibitor,A549 tox,IL2 activator,Nrf2 activator,ATXN viability
COC(=O)[C@]12C(=O)NC[C@H](CN1c1ccc(Cl)c(C)c1)N2C,7%,-1%,5%,-3%,8%,6%,-0.2,0.0%,i
CCCn1c(N)c(N(C)C)c(=O)n(CC(=O)Nc2ccc(OC(F)(F)F)cc2)c1=O,-4%,-22%,4%,-14%,3%,0%,1.1,0.4%,i
CC(C)c1[nH]nc2c1C1(CCN(Cc3ccccc3)CC1)C(C#N)=C(N)O2,7%,6%,0%,?,22%,.,-2.6,5.6%,i

Next compounds:
SMILES	EPAC2 ag	HepG2 tox	ATXN2 expr inh	Nrf2 block	TGFb inhibitor	A549 tox	IL2 activator	Nrf2 activator	ATXN viability
COc1ccc(N(CC(O)CN2CCOCC2)S(=O)(=O)c2ccc(C)cc2)cc1 (stereo not drawn)	11%	-4%	-6%	7%	5%	-1%	-0.2	0.3%	i
CC(=O)Nc1ccc(N2CCN(Cc3ccccc3)CC2)cc1	13%	15%	.	-20%	17%	-3%	1.1	-0.8%	i
C=CCn1c(C)cc(C2=NNC(=NCC)SC2)c1C	-1%	-64%	0.45µM*	16µM*	-13%	5%	-0.7	-3.5%	i
Cc1c(C(=O)O)sc2ncn(C)c(=O)c12	6%	6%	4%	21%	-5%	-4%	-0.7	-0.2%	i
O=C1CC(c2cc(-c3ccccc3)no2)C1	3%	12%	39%[activator]	?	-13%	-3%	-2.0	0.7%	i
O=S(=O)(c1ccccc1)c1nc(-c2ccco2)oc1NCCN1CCOCC1	-3%	-21%	5%	2%	2%	1%	1.8	-0.8%	i
Cc1ccc(NCc2nnc(SCC(=O)OC3CCCCC3)o2)c(C)c1	22%	-1%	0%	-3%	-18%	-7%	-1.4	-0.2%	i
O=C(CNC(=O)c1ccccc1O)N/N=C/c1ccccn1	-3%	-4%	4%	8%	-14%	6%	-3.6	4.2%	i
COc1ccc(NC(=O)c2oc3ccccc3c2NC(=O)c2cccc(F)c2)c(OC)c1	.	-7%	-5%	-13%	-2%	0%	.	-0.4%	i
CCOC(=O)[C@H]1[C@H]2COc3ccccc3[C@@H]2N2C(=O)CN(CC3CCCO3)C(=O)[C@@]12C (stereo partly drawn)	1%	-2%	0%	1%	5%	-3%	-0.7	-0.5%	i
COc1ccc(-n2c(=O)cc(N3CC(C)OC(C)C3)[nH]c2=O)cc1 (stereo not drawn)	-3%	12%	2%	5%	3%	1%	0.5	0.2%	i
CC(C)c1ccc(CNNC(=O)c2ccccc2)cc1	4%	18%	.	12%	16%	1%	-0.4	5.5%	i
Cc1ccc(CNC(=O)CN2c3cccc4cccc(c34)S2(=O)=O)cc1	15%	-31%	-12%	4%	-1%	4%	0.4	0.4%	i
O=S(=O)(c1ccccc1)N(CC(O)CN1CCCC1)c1ccccc1 (stereo not drawn)	14%	-5%	-17%	-21%	-5%	0%	0.0	0.3%	i
Nc1ccc(N2CCN(C(=O)c3ccco3)CC2)cc1	8%	-10%	-10%	?	-8%	-1%&-1%	-0.8	0.5%	i
O=C(CN1CCC(c2nc3ccccc3s2)CC1)NCc1ccccc1	7%	-24%	-10%	?	-4%	-2%	-0.3	3.1%	?
COc1cccc(Nc2ncnc3c2cnn3C)c1	11%	12%	31%	18%	13%	-2%	-1.1	3.5%	i
CCOC(=O)c1csc(NC(=O)c2cccs2)n1	6%	-18%	.	0%	-9%	0%	-0.1	5.1%	i
COC(=O)COc1ccc(S(=O)(=O)Nc2ccc(NC(C)=O)cc2)cc1C	9%	-68%	2%	-13%	-15%	-7%	-0.6	0.4%	i
CCOc1ccc(-c2nonc2NC(=O)c2ccccc2C)cc1	.	-25%	.	?	-1%	7%	.	-0.8%	.
COc1ccccc1NC(=O)c1cc(C(=O)Nc2ccccc2OC)n(C)n1	-2%	0%	-1%	?	-5%	0%	-0.2	0.3%	i
CC(C)C(=O)N=C1SC2CS(=O)(=O)CC2N1Cc1ccc(Cl)cc1 (stereo not drawn)	8%	3%	-4%	-13%	7%	-9%	0.0	0.1%	i
CC(C)c1ccc(Nc2nc(Nc3ccc(Cl)cc3)nc(N3CCOCC3)n2)cc1	.	3%	.	1%	21%	2%	.	.	.
CC(=O)N1CCN(CC(=O)Nc2ccccc2Sc2ccccc2)CC1	-8%	-3%	-13%	?	2%	-6%	-0.2	0.4%[9.22 µM]	i
O=C1COc2ccc(C(=O)COC(=O)c3ccccn3)cc2N1	-1%	-27%	-4%	-14%	2%	1%	0.2	-0.5%	i
Cc1c2c(nc3ccccc13)CC(C)(C)CC2=O	0%	11%	1%	5%	-4%	-1%	0.1	-0.3%	i
CCc1ccc(NC(=O)c2ccc(F)c(S(=O)(=O)N3CCN(c4ccc(OC)cc4)CC3)c2)cc1	.	-13%	.	.	-2%	-23%	.	0.3%	.
COc1ccc(CNC(=O)CSc2nc3ccc(N)cc3s2)cc1	0%	-24%	-4%	-6%	0%	5%	0.2	-0.1%[9.22 µM]	i
